HDAC3 inhib = human HDAC3 inhibition. O15379. recombinant HDAC3, fluorogenic peptide/trypsin coupled, fluorescence. inhibition, % at 8.3 µM. hit rate 0.15% among 320,000; in the data active = inhibition above about 26%, passing the limit was not always enough; inconclusive = no clear call, values can overlap the other calls
Target sequence (O15379 whole entry, looked up): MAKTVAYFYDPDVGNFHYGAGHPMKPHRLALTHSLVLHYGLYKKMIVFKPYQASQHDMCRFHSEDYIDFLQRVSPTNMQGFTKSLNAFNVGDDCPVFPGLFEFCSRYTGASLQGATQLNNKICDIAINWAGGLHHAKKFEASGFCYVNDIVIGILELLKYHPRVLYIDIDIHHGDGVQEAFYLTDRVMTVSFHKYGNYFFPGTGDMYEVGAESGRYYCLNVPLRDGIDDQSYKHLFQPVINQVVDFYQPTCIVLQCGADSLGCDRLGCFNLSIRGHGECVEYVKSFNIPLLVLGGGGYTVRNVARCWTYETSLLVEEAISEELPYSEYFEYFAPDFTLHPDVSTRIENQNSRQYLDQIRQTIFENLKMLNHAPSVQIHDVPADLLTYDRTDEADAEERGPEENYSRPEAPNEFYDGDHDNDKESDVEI
KCNQ1 block = blocks the human KCNQ1 potassium channel. AID 2642. B-score at 10 µM. CHO-K1 KCNQ1, FluxOR thallium flux fluorescence; active compounds read high. P51787. hit rate 1.3% among 310,000;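 active = compounds whose thallium flux B-score, printed positive for inhibition, exceeds three library SD while starting fluorescence stays within three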;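 note: channel opened by potassium depolarization with thallium stimulus after 20 min compound exposure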
KCNQ1 pot = potentiators or activators of human KCNQ1 potassium channel; CHO-K1 KCNQ1, thallium flux FluxOR fluorescence; active compounds read high; B-score at 10 µM; hit rate 0.35% among 310,000; AID 2648;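 active = fluorescence ratio B-score, a plate-corrected score, at least three library SD, with initial intensity B-score within 5 SD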
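Material: CHO-K1 cells stably expressing KCNQ1. Medium: assay buffer for compound exposure, DMSO matched across wells. Reagent: K+/Tl+ depolarizing stimulus. Compound dosing: single-concentration screen. Times: 37 °C overnight plating, 90-min dark dye load, 20-min compound pretreatment. Technique: FluxOR Tl+ flux fluorescence.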
ANO1 activ = activators or potentiators of mouse TMEM16A chloride channel; Q8BHY3; HEK293 TMEM16A/YFP-H148Q/I152L, iodide quench fluorescence; active compounds read low; B-score at 10 µM; hit rate 0.3% among 340,000; AID 623877;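 active = fluorescence-ratio B-score plate-corrected deviation score at least 3 library SD below zero, with starting fluorescence score within 5 deviations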;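 note: channel opened by trigger with iodide after compound preincubation; score built on the fluorescence ratio of max minus min over baseline; more negative score means more quench and so TMEM16A activation or potentiation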
KCNK9 inh = human KCNK9 channel inhibition; Q9NPC2; hit rate 1.2% among 310,000; AID 488922; HEK293 KCNK9, FluxOR thallium flux fluorescence; active compounds read low; B-score at 10 µM;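 active = ratio B-score over 3 SD below the library mean, with starting fluorescence within 5 SD of its mean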;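 note: negative B-score means less thallium flux so channel inhibition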
Target sequence (Q9NPC2 whole entry, looked up): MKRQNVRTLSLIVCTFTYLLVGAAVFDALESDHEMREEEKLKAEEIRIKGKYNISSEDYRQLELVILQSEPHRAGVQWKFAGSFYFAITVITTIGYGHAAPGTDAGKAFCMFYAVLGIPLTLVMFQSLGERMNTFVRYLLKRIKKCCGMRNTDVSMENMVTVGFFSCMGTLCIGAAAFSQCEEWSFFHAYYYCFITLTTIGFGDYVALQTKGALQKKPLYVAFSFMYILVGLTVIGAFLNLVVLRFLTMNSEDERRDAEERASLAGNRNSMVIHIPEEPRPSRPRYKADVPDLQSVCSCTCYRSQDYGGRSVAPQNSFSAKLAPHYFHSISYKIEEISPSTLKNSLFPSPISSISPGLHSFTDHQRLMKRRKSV
SKKanGAS inh = inhibitors of SKKanGAS S. pyogenes growth in kanamycin (SK-promoter or general growth effect); BacTiter-Glo, 6 h; inhibition, % at 7.5 µM; hit rate 1.3% among 300,000;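 active = mean replicate score, as percent of positive control median, at least 50; inconclusive = mean below 50 but one replicate at or above 50; inactive = mean and every replicate below 50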;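 note: strain carries kanamycin resistance gene driven by streptokinase promoter and grows in 40 µg/ml kanamycin; loss of luminescence reflects streptokinase promoter inhibition or plain growth inhibition; 0% = median of DMSO wells and 100% = positive control at its reference dose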
hERG protect = hERG (human) protection from proarrhythmic block. activation (rescue from dofetilide block), less the hit threshold, % at 10 µM. CHO-hERG, FluxOR thallium flux, dofetilide IC70 present. AID 1511. hit rate 0.51% among 310,000;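 active = activation above the mean of controls blocked by dofetilide plus 5 SD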;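 note: thallium influx through hERG after potassium depolarization seen as dye fluorescence rise; in these data hits start at about 4.7%; inactives centre near -7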
TMEM16A inh = inhibitors of mouse TMEM16A calcium-activated chloride channel | AID 588511 | normalized B-score (activity score, 25-100; higher = stronger inhibition) at 10 µM | hit rate 1.2% among 310,000 | HEK293 TMEM16A/YFP iodide influx fluorescence, ionomycin;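 active = ratio plate-corrected score three or more library SD toward inhibition, starting fluorescence score within five deviations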;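 note: score derived from kinetic fluorescence span divided by baseline fluorescence per well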
RGS4 pot = RGS4 potentiation or activation. HEK293 M3R/inducible RGS4, carbachol calcium flux Fluo4; active compounds read low. B-score at 10 µM. hit rate 0.92% among 310,000;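 active = B-score of the integrated calcium signal more than 4 SD below the library mean, with starting fluorescence not abnormally high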;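 note: negative B-score means reduced calcium response which marks RGS4 activation or potentiation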
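Assay system: Inducible-RGS4 HEK293 cells carrying M3 receptor | Schedule: Compound preincubation 20 min at room temperature before agonist | Signal: Kinetic calcium fluorescence imaging with Fluo4-AM dye, 2 µM | Read-out basis: B score from integrated fluorescence ratio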
RGS4 block = inhibitors of human RGS4; B-score at 10 µM; HEK293 M3R/RGS4 inducible, Fluo-4 calcium flux; active compounds read high; triggered by carbachol at its EC20; AID 463165; hit rate 0.45% among 310,000; P49798;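 active = B-score, a plate-corrected calcium signal, over three deviations above library mean, with baseline fluorescence within five deviations of library mean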;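 note: RGS4 expression induced by doxycycline in cells with stable M3 receptor; B-score is computed from the integrated fluorescence ratio over baseline after carbachol; higher B-score means a larger calcium signal and so more RGS4 inhibition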
Target sequence (P49798 whole entry, looked up): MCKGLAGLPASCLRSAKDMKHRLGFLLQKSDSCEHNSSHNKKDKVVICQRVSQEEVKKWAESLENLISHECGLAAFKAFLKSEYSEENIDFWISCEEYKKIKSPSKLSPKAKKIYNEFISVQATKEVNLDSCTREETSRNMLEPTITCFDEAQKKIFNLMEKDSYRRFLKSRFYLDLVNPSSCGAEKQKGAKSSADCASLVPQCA
KCNK3 inh = human KCNK3 channel inhibition, primary screen | CHO-KCNK3 thallium flux, FluxOR fluorescence; active compounds read low | O14649 | hit rate 0.84% among 340,000 | B-score at 10 µM;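 active = B-score under library mean minus 4 SD, starting fluorescence ratio at most library mean plus 5 SD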;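 note: more negative B-score means stronger inhibition of thallium flux through KCNK3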
Numbers without * were called inactive; i = inactive; ? = inconclusive; . = not tested or not shown.

Every second line gives: RGS4 block, KCNK9 inh, KCNK3 inh, SKKanGAS inh, ANO1 activ, KCNQ1 block, KCNQ1 pot, HDAC3 inhib, TMEM16A inh, hERG protect, RGS4 pot
- COc1cccc(NC(=O)Cn2c(CCC(=O)O)ccc2-c2cccs2)c1
    i, i, i, 5, i, i, i, -13, i, -6, i
- CCOC(=O)C1(CC/C(C)=N\NC(N)=O)CC(C)OC1=O (configuration not stated)
    i, i, i, -6, i, i, i, -2, i, -13, i
- Cc1ccccc1CC1(CO)CCCN(C(=O)c2cccc(Cl)c2)C1 (configuration not stated)
    i, i, i, -4, i, i, i, 4, i, -19, i
- O=C(NCCc1ccc(C(F)(F)F)cc1)C1CCC(=O)N(CCCN2CCCC2=O)C1 (configuration not stated)
    i, i, i, 3, i, i, i, 11, i, -8, i
- CCc1ccc(O)c(N=Cc2cccc(C)c2O)c1
    i, i, i, 5, i, i, i, ., i, -4, i
- COc1ccc(C2=NC(C)(C)Cc3cc(OC)c(OC)cc32)cc1OC
    i, i, i, 5, i, i, i, -5, i, -7, i
- CCN(C(=O)c1cccc(Br)c1)c1ccccc1
    i, i, i, 1, i, i, i, 1, i, -8, i
- c1ccc(OCCCc2nc(-c3ccccn3)no2)cc1
    i, i, i, -2, i, i, i, -2, i, 1, i
- CCOc1ccc(OCC)c(-c2c(=O)n(OCc3ccc(C(C)(C)C)cc3)c3ccccc3[n+]2[O-])c1
    i, i, i, 16, i, i, i, 2, i, -16, i
- O=C(c1ccc2c(=O)n(Cc3ccc4c(c3)OCO4)c(=O)[nH]c2c1)N1CCN(c2ccccc2)CC1
    i, i, i, -2, i, i, i, -2, i, -3, i
- CC(C)[C@H](NC(=O)N1CC(=O)Nc2ccccc21)C(=O)N[C@@H](C(=O)O)c1ccccc1
    i, i, i, -4, i, i, i, 1, i, -4, i
- COc1ccc(-c2c3c(=O)n(C)c(=O)n(C)c3cn2-c2cccc(OC)c2)cc1
    i, i, i, -4, i, i, i, 1, i, -6, i
- COC(=O)c1ccc(NC(=O)CC(=O)Nc2ccc(C(=O)OC)cc2)cc1
    i, i, i, 1, i, i, i, 4, i, -6, i
- COc1cccc(C(=O)NCc2cn3ccsc3n2)c1
    i, i, i, -4, i, i, i, ., i, -10, i
- Cc1ccc(CNC(=O)C2C3C=CC(C3)C2C(=O)O)cc1 (configuration not stated)
    i, i, i, -15, i, i, i, -2, i, -8, i
- Cc1ccc(-c2cc(C(F)(F)F)n3nc(C(=O)Nc4c(C)n(C)n(-c5ccccc5)c4=O)cc3n2)cc1
    i, i, i, 0, i, i, i, 0, i, -13, i
- O=C(CN(CCO)c1ccccc1)Nc1ccc(Cl)c(S(=O)(=O)N2CCOCC2)c1
    i, i, i, -3, i, i, i, 4, i, -10, i
- O=C(COC(=O)c1cc(S(=O)(=O)N2CCOCC2)ccc1F)Nc1c(Cl)cccc1C(F)(F)F
    i, i, i, -16, i, i, i, 1, i, -12, i
- COc1ccc(-c2nc(CS(=O)CC(=O)N3CCN(C)CC3)c(C)o2)cc1OC (configuration not stated)
    i, i, i, 1, i, i, i, -4, i, -7, i
- CC(=O)Nc1nnc(COc2ccc(Cl)cc2)s1
    i, i, i, -3, i, i, i, -3, i, 0, i
- N#CC1=C(N)OC2=C(CCc3ccccc32)C1c1ccccc1Cl (configuration not stated)
    i, -7.6*, i, ?, i, i, i, 0, i, -3, i
- CN1c2ccccc2C(C)(C)C12CC(c1ccc(S(=O)(=O)N3CCCCC3)cc1)=NO2 (configuration not stated)
    i, i, i, -7, i, i, i, 8, i, -9, i
- COc1ccc(/C=N/NC(=S)SC)cc1OC
    i, i, i, -3, i, i, i, 2, i, -15, i
- O=C(NC1CCCC1)C1CCN(C(=O)c2ccc(-c3ccccc3)cc2)CC1
    i, i, i, 2, i, i, i, -4, i, -4, i
- COCCN1C(=O)C(=O)/C(=C(/O)c2ccc3c(c2)OCCO3)C1c1ccc(C(=O)OC)cc1 (configuration not stated)
    i, i, i, -2, i, i, i, 2, i, -8, i
- Cc1ccc(NN2C(=O)C=CC2=O)cc1
    i, i, i, 1, i, i, i, ., i, 0, i
- O=C(NCC1CCCO1)c1ccc(NS(=O)(=O)c2cccc([N+](=O)[O-])c2)cc1 (configuration not stated)
    i, i, i, 0, i, i, i, 0, i, -10, i
- O=C(Nc1ccccc1F)c1cc2c(s1)-c1ccccc1S(=O)(=O)C2
    i, i, i, -4, i, i, i, -2, i, -5, i
- CCOC(=O)N1CCc2c(sc3nc(SC(C)C)n(N)c(=O)c23)C1
    i, i, i, 2, i, i, i, 5, i, -6, i
- O=C(NC1CCS(=O)(=O)C1)/C(=C\c1ccco1)NC(=O)c1ccccc1 (configuration not stated)
    i, i, i, 2, i, i, i, 1, i, -9, i
- COC(=O)c1cccc(Nc2cc(C)nc(-c3ccccc3O)n2)c1
    i, i, i, 2, i, i, i, -3, i, -4, i
- COc1cc(CCC(=O)N2CC(C)OC(C)C2)cc(OC)c1OC (configuration not stated)
    i, i, i, 8, i, i, i, 5, i, -10, i
- CC1=C(C(=O)Nc2ccccc2)C(c2ccco2)NC(=O)N1 (configuration not stated)
    i, i, i, -2, i, i, i, 0, i, -2, i
- CCn1nnc(NC(=S)NC(=O)c2ccc(-c3cccc(Cl)c3)o2)n1
    i, i, i, -6, i, i, i, -6, i, -5, i
- CCOC(=O)c1ccc(NC(=O)c2ccc(OC(C)C)c(OC)c2)cc1
    i, i, i, -5, i, i, i, 7, i, -26, i
- O=C(Nc1ccc2oc(-c3ccc4ccccc4c3)nc2c1)c1ccc2c(c1)OCCO2
    i, i, i, 21, i, i, i, -13, i, -12, i
- CCCCCC(=O)N1CCN(S(=O)(=O)c2ccc3c(c2)OCCO3)CC1
    i, i, i, -3, i, i, i, ?, i, -5, i
- CC(Nc1cccnc1)=C(C#N)C#N
    i, i, i, 12, i, i, i, 0, i, -16, i
- CCC1(C)Cc2c(C#N)c(N)n(-c3ccccc3)c(=O)c2CO1 (configuration not stated)
    i, i, i, -6, i, i, i, 1, i, -4, i
- COc1ccc(CCNC(=O)C(=O)NCC2OCCN2S(=O)(=O)c2ccc(C)cc2)cc1OC (configuration not stated)
    i, i, i, -1, i, i, i, 0, i, -15, i
- O=C(C1CCC1)N1CCN(S(=O)(=O)c2ccc(Br)cc2Cl)CC1
    i, i, i, 3, i, i, i, 3, i, -15, i
- O=C(C1CCCN(Cc2ccccc2Cl)C1)N1CCCCC1 (configuration not stated)
    i, i, i, 3, i, i, i, -5, i, -5, i
- CC1=NN(C(=O)c2ccccc2C)C(O)(c2ccc(Cl)cc2)C1 (configuration not stated)
    i, i, i, -4, i, i, i, 4, i, -3, i
- CCOc1cc(CNC(=O)CCCn2c(=O)c3cccn3c3cccnc32)cc(OCC)c1OCC
    i, i, i, -6, i, i, i, 5, i, -12, i
- NNc1nc(-c2ccccc2Cl)nc2ccccc12
    i, i, i, 0, i, i, i, -3, i, -4, i
- CCCn1c(CNC(=O)Cc2ccccc2)nc2ccccc21
    i, i, i, -6, i, i, i, ?, i, -6, i
- CCCC(=O)Nc1ccc(C(=O)NNC(=O)COc2ccc(Br)c(C)c2)cc1
    i, i, i, 6, i, i, i, -1, i, -9, i
- COc1ccc(-c2nnc(Nc3ccc(CC(N)=O)cc3)c3ccccc23)cc1
    i, i, i, 11, i, i, i, 5, i, -5, i
- Cc1ccccc1Cc1c(C)nc2nc(SCC(=O)NCc3ccco3)nn2c1C
    i, i, i, -4, i, i, i, 0, i, -17, i
- CC(=O)c1ccc(S(=O)(=O)N2CCN(S(=O)(=O)c3ccccc3C(F)(F)F)CC2)cc1
    i, i, i, 1, i, i, i, 0, i, -11, i
- COC(=O)COc1ccc(S(=O)(=O)N2CCN(c3ccc(F)cc3)CC2)cc1
    i, i, i, -8, i, i, i, -1, i, -4, i
- O=C(CSc1ncnc2nc[nH]c12)N1CCN(c2ccc(Cl)cc2)CC1
    i, i, i, -11, i, i, i, 14, i, -18, i
- CCCCC(=O)Nc1cccc(NC(=S)NC(=O)C(C)C)c1
    i, i, i, -10, i, i, i, 2, i, -10, i
- Nc1nc(NCC(=O)O)nc(NC2CCCCC2)c1[N+](=O)[O-]
    i, i, i, 0, i, i, i, 13, i, 1, i
- COc1ccc(C(=O)CSc2nnc(-c3ccccn3)n2Cc2ccco2)cc1
    i, i, i, -9, i, i, i, 10, i, -15, i
- CCCCOC(=O)NC1(C)CCS(=O)(=O)C1 (configuration not stated)
    i, i, i, -2, i, i, i, -2, i, -6, i
- Cc1ccc(-c2cc(-c3ccc(F)cc3)nc(N)c2C#N)o1
    6*, i, i, 9, i, i, i, -23, i, -13, i
- Nc1ccc(C(=O)Nc2ccco2)cc1
    i, i, i, 0, i, i, i, -2, i, 0, i
- Cc1cccc(OCC(=O)NCCCNC(=O)c2ccc(C)nc2)c1
    i, i, i, -5, i, i, i, 5, i, -4, i
- O=C(CNC(=O)c1cccc(F)c1)N/N=C/C=C/c1ccccc1
    i, i, i, -5, i, i, i, -4, i, -7, i

The listing continues:
Every second line gives: RGS4 block, KCNK9 inh, KCNK3 inh, SKKanGAS inh, ANO1 activ, KCNQ1 block, KCNQ1 pot, HDAC3 inhib, TMEM16A inh, hERG protect, RGS4 pot
- COc1ccc(Oc2ccccc2/C=N/O)cc1
    i, i, i, 2, i, i, i, 6, i, -11, i
- CC(C1CC1)N(Cc1ccccc1)C(=S)Nc1cccc(C(F)(F)F)c1 (configuration not stated)
    i, -13*, -9.2*, -1, i, i, i, -7, 100*, -6, i
- CC1C(=O)N2CCCc3cc(NC(=O)C(=O)NCCc4ccccc4)cc1c32 (configuration not stated)
    i, i, i, 0, i, i, i, -1, i, -9, i
- CCN(CC)CCCNc1ncnc2scc(-c3ccc(F)cc3)c12
    i, i, i, -3, i, i, i, -3, i, -6, i
- C/C(Cn1nnc2ccccc21)=N\NC(=O)c1ccc(Br)cc1
    i, i, i, 3, i, i, i, -4, i, -15, i
- CC(C)C[C@H](NC(=O)c1[nH]cnc1C(=O)N[C@@H](C)c1ccccc1)C(=O)OCc1ccccc1
    i, i, i, 75*, i, i, i, ?, i, -9, i
- CC(C)[C@H](NC(=O)C1CCCC1)c1nc2ccccc2[nH]1
    i, i, i, -4, i, i, i, 3, i, 0, i
- C=CCOC(=O)C1=C(C)OC(N)=C(C#N)C1c1ccoc1 (configuration not stated)
    i, i, i, -2, i, i, i, 0, i, -7, i

Source: PubChem
